Bioassay records: PubChem BioAssay, several laboratories
Kir21 block: blocks the mouse Kir2.1 inward-rectifier potassium channel. 0.85% of 310,000 active. AID 1672. P35561. B-score at 10 µM. HEK293-Kir2.1, FluxOR thallium flux fluorescence; stronger effect = lower value;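 active means fluorescence ratio B-score at or below minus 3 SD of library scores, with starting-brightness B-score within 2 SD, cut at about -4.2 in these data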;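 further: channel flux triggered by added potassium and thallium sulfate stimulus; B-score of peak minus minimum fluorescence over baseline after thallium stimulus; more negative B-score means stronger Kir2.1 block with less thallium influx; some compounds called inactive have numbers as strong as hits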
Target sequence (P35561 whole entry, looked up): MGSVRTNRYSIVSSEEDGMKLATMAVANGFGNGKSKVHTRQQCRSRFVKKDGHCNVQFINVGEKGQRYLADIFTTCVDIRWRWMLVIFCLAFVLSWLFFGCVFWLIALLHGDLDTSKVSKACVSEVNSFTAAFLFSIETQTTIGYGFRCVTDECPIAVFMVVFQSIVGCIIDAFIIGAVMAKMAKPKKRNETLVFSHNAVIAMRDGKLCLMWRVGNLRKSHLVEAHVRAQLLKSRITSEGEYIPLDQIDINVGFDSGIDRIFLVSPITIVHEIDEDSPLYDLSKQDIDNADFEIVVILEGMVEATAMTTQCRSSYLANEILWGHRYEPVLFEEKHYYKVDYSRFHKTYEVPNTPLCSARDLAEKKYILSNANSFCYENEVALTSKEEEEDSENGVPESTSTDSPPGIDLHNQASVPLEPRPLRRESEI
STK33 kinase inh: blocks human STK33 kinase activity; Q9BYT3; purified STK33, MBP phosphorylation, ADP-Glo luminescence; inhibition, % at 10 µM; 0.073% of 320,000 active; AID 2661;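 active means inhibition at or above 25%, using the most active replicate where run in duplicate; inactive means inhibition below 25%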
Target sequence (Q9BYT3 whole entry, looked up): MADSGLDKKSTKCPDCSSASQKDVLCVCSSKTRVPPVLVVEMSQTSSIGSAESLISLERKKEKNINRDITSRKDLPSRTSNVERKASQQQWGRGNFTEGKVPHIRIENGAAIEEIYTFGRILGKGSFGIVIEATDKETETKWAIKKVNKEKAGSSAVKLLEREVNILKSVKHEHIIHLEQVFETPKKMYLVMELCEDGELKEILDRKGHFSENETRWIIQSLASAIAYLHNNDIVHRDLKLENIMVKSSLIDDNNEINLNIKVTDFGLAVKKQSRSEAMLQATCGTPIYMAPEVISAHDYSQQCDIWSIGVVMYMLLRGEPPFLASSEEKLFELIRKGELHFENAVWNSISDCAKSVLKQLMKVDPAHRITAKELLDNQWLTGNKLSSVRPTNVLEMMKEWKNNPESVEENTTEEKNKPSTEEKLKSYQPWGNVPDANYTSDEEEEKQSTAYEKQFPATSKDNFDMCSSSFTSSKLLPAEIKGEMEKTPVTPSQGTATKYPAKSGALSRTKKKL
The depositor's hits bear a star; · = no result given.

The line under a structure holds: Kir21 block, STK33 kinase inh
1	COc1ccc(N2CCN(C(=O)COC(=O)CCc3ccccc3OC)CC2)cc1
    -0.01, -0.1
2	O=C(NCc1ccc(Cl)cc1)c1ccccc1Oc1ccccc1
    -3.3, -1.5
3	COc1ccccc1NC(=O)c1nnn(CC(=O)Nc2cccc(SC)c2)c1N
    -0.87, 3.0
4	NC(=O)CC[C@@H]1NC(=O)[C@H](CO)NC(=O)c2cc([N+](=O)[O-])cc(I)c2NCC[C@@H](C(N)=O)NC(=O)[C@H](Cc2ccc(O)cc2)NC1=O
    0.04, -0.9
5	COC(=O)c1ccc(Cn2nnc3c(=O)[nH]c(C4CCCN(S(=O)(=O)c5ccccc5Cl)C4)nc32)cc1 (stereo not drawn)
    -0.8, -2.1
6	Cc1cccc2cc(C#N)c(SCCN3CCCCC3)nc12
    -1.4, -2.0
7	Cc1ccc(C)c(S(=O)(=O)NCC(c2ccco2)N2CCc3ccccc3C2)c1 (stereo not drawn)
    -0.23, 0.2
8	CC(SC#N)C(=O)C12CC3CC(CC(C3)C1)C2 (stereo not drawn)
    -0.16, -1.5
9	COc1ccc(-n2c(Cc3cc(=O)[nH]c(=O)[nH]3)nnc2SCC(=O)N2CCCC2)cc1
    0.94, -1.3
10	COc1ccc(CNC(=O)C2CCN(S(=O)(=O)N3CCCC3)CC2)cc1
    0, 0.0
11	O=C(CNC(=O)c1ccc(-c2ccccc2)cc1)OCc1c(Cl)cccc1Cl
    -0.02, -0.9
12	Cc1cc(C)c(S(=O)(=O)Nc2cccc(S(=O)(=O)N3CCOCC3)c2)c(C)c1
    0.95, 0.0
13	COc1ccc(NS(=O)(=O)c2ccc(NC(=S)NC(=O)CC(C)C)cc2)cc1
    0.26, 1.8
14	COCCNC(=O)C(c1ccc(O)cc1)N(Cc1ccco1)C(=O)CCC(=O)Nc1nccs1 (stereo not drawn)
    1.8, 4.8
15	COC(=O)CN1C(=O)Nc2ccc(Cl)cc2C1c1ccccc1 (stereo not drawn)
    0, 0.0
16	O=C1CN(c2nc(-c3cccnc3)nc3scc(-c4ccccc4)c23)CCN1
    0.07, 0.9
17	COc1ccc(CCNC(=S)N2CCN(S(=O)(=O)c3ccccc3F)CC2)cc1
    -0.86, -1.3
18	Cc1nc2cc(NS(=O)(=O)c3ccccc3F)ccc2s1
    2.5, -1.2
19	Cc1ccc2c(c1)NC(=O)C(CC(=O)Nc1ccc(CN3CCC(C)CC3)cc1)O2 (stereo not drawn)
    -1.9, 1.0
20	CCOc1ccc2nnc(-c3ccc(Br)cc3)n2n1
    -0.71, -0.5

Record cards (already shown):
Listed for COCCNC(=O)C(c1ccc(O)cc1)N(Cc1ccco1)C(=O)CCC(=O)Nc1nccs1 (stereo not drawn) : Kir21 block = 1.8; STK33 kinase inh = 4.8
Listed for COc1ccc(CCNC(=S)N2CCN(S(=O)(=O)c3ccccc3F)CC2)cc1 : Kir21 block = -0.86; STK33 kinase inh = -1.3

Next part:
The line under a structure holds: Kir21 block, STK33 kinase inh
21	O=C(NNc1cc(Br)c(O)c(Br)c1)c1ccccc1
    -0.31, 3.6
22	CCN(CC(=O)NCCN1CCOCC1)S(=O)(=O)c1ccc(F)cc1
    -0.34, 0.0
23	COc1ccc(-c2cc(C#N)nc(N3CCNCC3)n2)cc1
    -0.35, -0.5
24	O=C(N/N=C/c1ccc(OCc2ccc(F)cc2)cc1)c1ccccc1
    -0.27, 1.0
25	COc1ccccc1C1=NOC(CN2C(=O)c3ccccc3S2(=O)=O)C1 (stereo not drawn)
    -0.94, -2.8
26	COc1ccc(N(C(=O)c2ccc(F)cc2)C2=CC3CCC(C2)N3C)cc1 (stereo not drawn)
    0.36, -1.7
27	COc1ccccc1NCCC(=O)OCC(=O)NC1CCCCCC1
    -7.7*, 0.0
28	CCN(CC)S(=O)(=O)c1cc(NC(=O)C(C)N(C)CC(=O)Nc2c(C)cccc2C)ccc1C (stereo not drawn)
    -1.2, 0.8
29	CC(C)(C)C(=O)/C=C(\N)c1ccccn1
    0.76, -1.1
30	COc1ccc(NC(=O)CNC(=O)c2c(C)nn(C)c2Cl)cc1
    0.01, ·
31	COc1ccc(NC(=O)CSc2nnnn2C)cc1
    1, -2.5
32	N=c1c(C(=O)NCCN2CCOCC2)cc2c(=O)n3ccccc3nc2n1CCc1ccccc1
    1.3, 0.6
33	Cc1cc2c(Nc3ccc(O)cc3)ncnc2s1
    0.52, 4.4
34	CCCc1nnc(NC(=O)CCC(=O)N2CCC(Cc3ccccc3)CC2)s1
    0.18, -0.9
35	O=C(Cc1cccs1)Nc1nnc(Cc2ccc(F)cc2)s1
    -0.09, ·
36	O=C(CSc1nc2ccccc2o1)Nc1ccccc1
    -0.37, 0.5
37	CCc1ccc(S(=O)(=O)NCCc2csc(-c3ccccc3)n2)s1
    -4.5*, -1.9
38	COc1ccc(CN2C(=O)C(Cc3ccccc3)Nc3ncnc(N4CCOCC4)c32)cc1 (stereo not drawn)
    0.05, -0.1
39	Cc1nnc(NC(=O)C2=COCCO2)s1
    -0.48, ·
40	CN(C)CCN(Cc1ccco1)C(=O)c1oc2ccccc2c1NC(=O)COc1ccccc1
    -4, 0.5
41	O=C(Nc1c[nH]c(=O)[nH]c1=O)c1cccc([N+](=O)[O-])c1
    0.71, -0.9
42	CC(C)CN(C(=O)COC(=O)c1c(Cl)ccc(Cl)c1Cl)C1CCS(=O)(=O)C1 (stereo not drawn)
    1.2, -1.0
43	CC1C2=C(CC(C)(C)CC2=O)NC2=C1C(=O)CC(C)(C)C2
    0.09, -1.1
44	COCCCN1C(=O)c2ccc(C(=O)OCC(=O)N(C)c3ccccc3)cc2C1=O
    -0.45, 0.6
45	CCc1ccc(CNCCNCC(C)O)cc1 (stereo not drawn)
    -0.05, -4.5
46	CCOn1c(=O)c(-c2ccc(OC)cc2)[n+]([O-])c2ccccc21
    -0.77, 0.0
47	O=C(NCC(=O)N(Cc1cccs1)C(C(=O)NC1CCCCC1)c1ccco1)c1ccco1 (stereo not drawn)
    0.31, -0.1
48	CCOC(=O)C1CCN(C(=O)c2cc3c(ccc4ccccc43)o2)CC1
    0.99, 0.0
49	O=C(C[C@H]1C/C=C\CCCC(=O)OC[C@H]2CCCN2C1=O)NCCO
    ·, 2.3
50	Cc1ccnc(NS(=O)(=O)c2cnc(Cl)c(Br)c2)c1
    0.68, 2.3
51	Nc1nc(SCCN2C(=O)c3ccccc3C2=O)n[nH]1
    -2.2, 0.1
52	Cc1ccccc1Nc1ncccc1C(=O)N1CCOCC1
    0.9, -0.2
53	O=C(NC(=S)NCc1cccnc1)c1cc(Br)ccc1Cl
    0.22, -0.8
54	COc1ccc2cc(C(c3nnnn3C(C)(C)C)N3CCSCC3)c(=O)[nH]c2c1 (stereo not drawn)
    0.26, -6.3
55	COCCNC(=O)Cn1c(=O)n(C)c2ccccc21
    -0.35, -0.9
56	O=C(O)c1cccc(-n2sc3ccccc3c2=O)c1
    ·, -6.2
57	CCN(CC)S(=O)(=O)c1cccc(C(=O)N/N=C/c2ccc(O)c(O)c2O)c1
    ·, -0.4
58	CCCCNC(=O)c1ccc(CNc2c(N3CCC(C(=O)OCC)CC3)c(=O)c2=O)cc1
    0.53, 1.1
59	CCCNC(=O)N1CCN(Cc2ccco2)CC1
    2.1, 0.3
60	COC(=O)CC1Oc2ccc(C)cc2NC1=O (stereo not drawn)
    0.95, -1.2

Reformatted: results already given.
# | smiles | Kir21 block | STK33 kinase inh
7 | Cc1ccc(C)c(S(=O)(=O)NCC(c2ccco2)N2CCc3ccccc3C2)c1 (stereo not drawn) | -0.23 | 0.2
8 | CC(SC#N)C(=O)C12CC3CC(CC(C3)C1)C2 (stereo not drawn) | -0.16 | -1.5

The list goes on.
The line under a structure holds: Kir21 block, STK33 kinase inh
61	C[C@H](NC(=O)c1nc[nH]c1C(=O)N1CCN(c2ccccc2)CC1)C(=O)OCc1ccccc1
    -1.8, 2.3
62	O=C(CCSCc1ccc(Cl)cc1)NCCC1=CCCCC1
    -0.04, -0.8
63	COc1ccc(-c2nc(CS(=O)CC(=O)NC(C)CCc3ccccc3)c(C)o2)cc1OC (stereo not drawn)
    0.18, -1.9
64	COc1ccc(-n2c3c(cc(C(=O)N4CCCCC4)c2=O)C(=O)CC(C)(C)C3)cc1
    -0.65, 0.1
65	O=C(C[N+]12CC[N+](CC(=O)c3ccc(F)cc3)(CC1)CC2)c1ccc(F)cc1
    -0.1, -1.2
66	CSc1nc2nc3c(c(=O)n2[nH]1)CCC3
    1.4, -1.0
67	Nc1c(S(=O)(=O)c2ccccc2)c2nc3ccccc3nc2n1CCN1CCOCC1
    -0.7, ·
68	C/C(N)=C(/C#N)C(=O)CSc1nc2ccccc2c(=O)n1CCCOC(C)C
    -2.1, 6.2
69	COCCCNC(=O)/C=C/c1ccc(OCc2c(F)cccc2Cl)cc1
    1.3, -1.9
70	CN(C)/C=C1\C(=O)N(c2ccc(F)cc2F)C(c2cccnc2)S1(=O)=O (stereo not drawn)
    -0.09, -1.5
71	COc1ccc(C(=O)Nc2nnc(S(=O)(=O)N3CCOCC3)s2)cc1
    -0.56, -0.8
72	COc1ccc(C)cc1NC(=O)c1ccc(OCc2c(C)noc2C)cc1
    ·, -2.6
73	CC(OC(=O)c1ccc(NC(=O)CC#N)cc1)C(=O)NC(=O)NC1CCCCC1 (stereo not drawn)
    0.01, -0.8
74	N#C/C=C(/N)N1CCN(c2ccc(Cl)c(Cl)c2)CC1
    -1.9, 1.6
75	Cn1c(=O)c2c(ncn2Cc2cc(-c3ccccc3)no2)n(C)c1=O
    0.33, 0.0
76	O=C(OCC(=O)N1CCOCC1)c1cc(=O)[nH]c2ccccc12
    ·, 0.8
77	Cn1[nH]c(=O)c2ccccc2c1=O
    0.25, 0.4
78	O=C(Cn1cnc2cc([N+](=O)[O-])ccc2c1=O)NC1CCS(=O)(=O)C1 (stereo not drawn)
    0.03, 0.7
79	Cc1cc(C)nc(NC(=O)c2cc([N+](=O)[O-])cc([N+](=O)[O-])c2)n1
    -0.12, 0.3
80	Cc1ccc(/C=N/Nc2ccc(F)cc2F)s1
    -0.68, -1.2
81	COc1cc(/C=C/C(=O)OCC(=O)c2ccc[nH]2)cc(OC)c1OC
    ·, -0.6
82	Cn1c(CC(=O)NNC(=O)c2ccc(F)cc2Cl)nc2ccccc21
    ·, -2.6
83	O=C(c1ccco1)N1CCN(C23CC4CC(CC(C4)C2)C3)CC1
    0, 1.5
84	Cc1cccc(N2CC(C(=O)O)CC2=O)c1 (stereo not drawn)
    1, -0.1
85	Cc1cc(C)cc(C(=O)NCC(=O)N2CCC(C(N)=O)CC2)c1
    ·, -3.0
86	COc1ccc(C2=NN(C(N)=S)C(c3ccccc3)C2)cc1 (stereo not drawn)
    0.24, -2.2
87	Cc1ccc(/C=C/C(=O)Nc2nnc(C)s2)o1
    -1.2, 0.0
88	CCOC(=O)c1c(C)[nH]c(C)c1S(=O)(=O)NCCc1cccs1
    -3.5, -1.5
89	COc1ccc(S(=O)(=O)Cc2ccc(C(=O)O)o2)cc1
    1.2, -0.7
90	COc1ccc(NC(=O)CN(CC(=O)Nc2ccc(OC)cc2)C(C)(C)CO)cc1
    0.31, -0.7
91	OC1CCCCC1Sc1nc2ccccc2s1 (stereo not drawn)
    0.05, -0.5
92	COc1cc(CN(CCc2c(C)[nH]c3ccc(C)cc23)C(=S)NC(C)(C)C)cc(OC)c1OC
    -0.4, 0.8
93	Cc1ccccc1-c1nc2ccccc2[nH]1
    1.1, 0.8
94	Cn1c(=O)oc2cc(S(=O)(=O)N3CCCC3)ccc21
    0.08, -1.4
95	CC(CCc1ccccc1)NC(=O)CN1CCN(c2ccc(O)cc2)CC1 (stereo not drawn)
    1.1, -1.3
96	Cc1ccc(S(=O)(=O)N(C)CC(=O)NCC(=O)Nc2ccc(F)c(F)c2F)cc1
    ·, -2.4
97	COc1cc(OC)cc(C(=O)Nc2ccc(S(=O)(=O)Nc3cnc4ccccc4n3)cc2)c1
    1.3, -0.6
98	COc1ccc(/C=C2\SC(=O)N(CCNC(=O)Cc3coc4cc(OC)ccc34)C2=O)cc1
    0.2, 2.2
99	Cc1ccc(C)c(Sc2ccc(NC(=O)CCl)cc2)c1
    -1.1, 0.0
100	CC(c1ccccc1)n1cnc2ccccc2c1=O (stereo not drawn)
    -0.13, -0.9
101	Cc1c(C(=O)NCC2CCCO2)oc2ccc(S(=O)(=O)N3CC(C)CC(C)C3)cc12 (stereo not drawn)
    -1.6, 1.1
102	COc1ccc(/C(C)=N/NC(=O)c2ccncc2)cc1[N+](=O)[O-]
    -0.03, 0.7
103	CCOc1ccccc1-n1c(CN2CCN(C(=O)c3ccco3)CC2)nc2ccccc2c1=O
    -1.6, -0.5
104	COc1cccc(C2C(C(N)=O)=C(C)Nc3nc(-c4ccccc4Cl)nn32)c1 (stereo not drawn)
    -0.24, -2.5
105	Cc1ccccc1C(=O)Nc1cccc(-c2cn3ccccc3n2)c1
    0.29, 0.2
106	CSc1ccc(C2C(C(=O)c3ccco3)=C(O)C(=O)N2c2nnc(SC)s2)cc1 (stereo not drawn)
    -0.04, 0.9
107	Cc1ccc(S(=O)(=O)Nc2ccc(NC(=O)c3c(F)c(F)c(F)c(F)c3F)cc2)cc1
    0.78, -1.2
108	COc1ccc(Cl)cc1NS(=O)(=O)c1ccc(OC)c(OC)c1
    -8.2*, -0.9
109	Cc1cccc(C(=O)Nc2ccccc2SCC2CSc3nc4ccccc4c(=O)n32)c1 (stereo not drawn)
    0.02, -0.6
110	Cc1ccc(C(=O)N/N=C\c2ccncc2)s1
    -0.79, 2.1
111	O=C(NCc1ccco1)c1cccc2c1C(=O)c1ccc(N3CCC(Cc4ccccc4)CC3)cc1S2(=O)=O
    ·, 0.4
112	CCOC(=O)C1=NN(c2ccc(F)cc2)C2=NC(C)=C(C(=O)OC)C(c3cccs3)N12 (stereo not drawn)
    1.3, -0.4
113	Cc1cccc(OCC(=O)OC(C)C(=O)Nc2ccc(Cl)cn2)c1 (stereo not drawn)
    -1.1, -0.5
114	O=C(NCCCNC(=O)c1ccccn1)c1ccc(Br)cc1
    -0.09, -1.5
